Assay outcomes (PubChem)
FUS suppressor – suppressors of FUS proteinopathy in yeast. 390,000 compounds, 0.24% hits. S. cerevisiae FUS-expressing, growth rescue, OD600, 24 h. Potency, µM (doses to about 76.6 µM), for inactives: top-dose growth rescue (activation), hits mostly activators. AID 1347120;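 note: potency is the fitted concentration of half-maximal effect; plate controls were DMSO vehicle for no effect and reference control for full effect; nearly all actives have a fitted effect of over 55% in size; some results filed as inactive show a strong effect at the top dose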
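Cultures pregrown in 2.5% raffinose medium are shifted to minimal medium containing 2% galactose to express toxic FUS. Compounds are tested at several concentrations. After 24hr at 30C, growth is quantified at 600 nm absorbance.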
EPAC1 antag – antagonists of human EPAC1. 360,000 compounds, 0.14% hits. EPAC1 GEF assay, Rap1b-BODIPY-GDP exchange fluorescence. O95398. Potency, µM (top dose mostly 115 µM), for the others: at the top dose activity change, negative = inhibition, most hits filed as inhibitors;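 note: potency is the fitted concentration of half-maximal effect; plate controls were vehicle for no effect and positive control for full effect; nearly all actives have a fitted effect of over 50% in size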
PLK1 PBD block – blocks phosphopeptide binding to human PLK1 polo-box domain; P53350; Plk1 PBD binding of FITC phosphopeptide, fluorescence polarization; Potency, µM, for the others: max response, negative = inhibition, most hits filed as inhibitors; 360,000 compounds, 2.8% hits; AID 720504; note: potency is the fitted concentration of half-maximal effect; series mostly up to about 57 µM; % is set by controls: 0 for no effect and ±100 for the full control effect; nearly all actives have a fitted effect of over 65% in size
Target sequence (P53350 whole entry, looked up, the tested form may be a part): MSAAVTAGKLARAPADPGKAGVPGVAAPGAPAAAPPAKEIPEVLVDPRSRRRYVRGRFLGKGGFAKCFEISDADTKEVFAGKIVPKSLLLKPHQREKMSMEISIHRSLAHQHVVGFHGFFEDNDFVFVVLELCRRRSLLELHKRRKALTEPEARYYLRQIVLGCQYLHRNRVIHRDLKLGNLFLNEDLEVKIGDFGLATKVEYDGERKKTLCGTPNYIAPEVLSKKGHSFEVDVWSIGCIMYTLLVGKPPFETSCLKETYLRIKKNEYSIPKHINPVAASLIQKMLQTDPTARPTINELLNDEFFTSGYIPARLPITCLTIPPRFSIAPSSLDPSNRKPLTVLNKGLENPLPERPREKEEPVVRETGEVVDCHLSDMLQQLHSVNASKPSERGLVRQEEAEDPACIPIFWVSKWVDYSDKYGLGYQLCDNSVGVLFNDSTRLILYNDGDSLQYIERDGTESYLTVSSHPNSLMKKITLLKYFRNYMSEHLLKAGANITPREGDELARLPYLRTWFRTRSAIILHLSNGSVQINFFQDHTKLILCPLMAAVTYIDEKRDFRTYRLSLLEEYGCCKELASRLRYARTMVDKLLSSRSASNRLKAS
Abeta rescue – compounds reversing amyloid beta toxicity in yeast; yeast expressing A-beta42, growth rescue, OD600, 48 h; response scale: 0% DMSO, 100% iron-clioquinol control; Potency, µM (doses to about 46.1 µM), for inactives: at the top dose growth rescue, actives largely listed as activators; 410,000 compounds, 0.063% hits; AID 1347071; note: potency is the fitted concentration of half-maximal effect; nearly all actives have a fitted effect of over 55% in size
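Growth rescue measured by 600 nm absorbance after 48 h yeast culture at 30 C with compound. Values normalized between DMSO and an equimolar ferric chloride plus clioquinol control.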
aSyn yeast inh – alpha-synuclein toxicity inhibition in yeast; Yeast expressing alpha-synuclein, growth rescue, BacTiter-Glo, 24 h; Potency, µM (titrated, usually from 46.1 µM), for inactives: top-dose growth rescue (activation), most hits filed as activators; 370,000 compounds, 0.14% hits; note: potency is the fitted concentration of half-maximal effect; % of control where 0% means no effect; nearly all actives have a fitted effect of over 65% in size
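Galactose-induced alpha-syn yeast (OD600=0.02, raffinose-pregrown) + pinned cpd, 24 hr, 30 deg C; growth by BacTiter-Glo luminescence. Growth restoration scores as activation.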
EPAC1 agonist – activates human EPAC1 exchange factor; O95398; EPAC1 agonist qHTS, biochemical assay; response scale: 100% = response to 6.5 mM cAMP; Potency, µM (series often up to 154 µM), without a hit: top-dose activation, hits mostly activators; 360,000 compounds, 0.073% hits; AID 720707; note: potency is the fitted concentration of half-maximal effect; nearly all actives have a fitted effect of over 60% in size
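Read-out is the fluorescence drop as BODIPY-GDP leaves Rap1B (480 nm excitation, 540 nm emission), recorded every 5 minutes over 30 minutes. Reactions held 100 nM EPAC1, 250 nM Rap1B–BODIPY-GDP and 50 uM GDP, with 6.5 mM cAMP setting full activation.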
IL2 activator – activators of IL-2; IL-2 activation reporter assay, cell-based qHTS; stimulated with anti-CD3/CD4/CD28 beads; in transgenic mouse T cells; activation, % (series mostly up to about 46 µM); 360,000 compounds, 0.065% hits; in the data active = activation above about 50%; inconclusive = mostly about 30% to 49%; note: 0% is about no effect
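Unstimulated transgenic mouse T cells preincubated 60 min with compound, then stimulated with anti-CD3/anti-CD4-coated beads plus anti-CD28 for 18 h at 37 degrees C. IL-2 response read as EGFP and DsRed fluorescence by plate cytometry.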
WRN helicase inh – WRN helicase (human) inhibition; Potency, µM (doses to about 114 µM), without a hit: at the top dose activity change, negative = inhibition, actives largely listed as inhibitors; 360,000 compounds, 0.46% hits; WRN helicase unwinding, fluorescent forked duplex, kinetic; note: potency is the fitted concentration of half-maximal effect; % is set by controls: 0 for no effect and ±100 for the full control effect; nearly all actives have a fitted effect of over 55% in size
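WRN at 20 nM final was preincubated with compound for 15 min at room temperature; reaction started with 100 nM forked duplex oligonucleotide carrying fluorophore and quencher plus 2 mM ATP (final). Unwinding followed kinetically by red fluorescence (ex 525/em 598 nm).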
PI5P4K alpha inh – inhibitors of human PI5P4K alpha; P48426; PI5P4Kalpha enzyme, ADP-Glo luminescence, 60 min; active compounds read low; max response, %; 330,000 compounds, 1.2% hits; AID 652105; active = max response of -50% or lower; inconclusive = between -30% and -50%; inactive = -30% or higher; note: value at the top dose of about 77 µM; % is set by controls: 0 for no effect and ±100 for the full control effect
Target sequence (P48426 whole entry, looked up): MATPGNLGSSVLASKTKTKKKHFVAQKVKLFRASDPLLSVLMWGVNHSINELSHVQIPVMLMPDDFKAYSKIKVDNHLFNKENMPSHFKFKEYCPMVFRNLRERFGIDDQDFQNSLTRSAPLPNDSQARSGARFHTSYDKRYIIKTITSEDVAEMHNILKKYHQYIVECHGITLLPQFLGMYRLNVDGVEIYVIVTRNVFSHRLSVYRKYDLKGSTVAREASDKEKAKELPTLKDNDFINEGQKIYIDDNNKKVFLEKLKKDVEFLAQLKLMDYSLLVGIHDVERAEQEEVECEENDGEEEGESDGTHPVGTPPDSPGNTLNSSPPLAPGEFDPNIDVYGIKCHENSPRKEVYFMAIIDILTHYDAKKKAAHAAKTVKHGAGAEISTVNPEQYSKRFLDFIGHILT
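Human PI5P4Kalpha with substrate in 0.038 M HEPES pH 7.4, 0.28 mM EGTA, 0.1% CHAPS, 5% DMSO; reaction started with 5 microM ATP (final), 60 min at room temperature. ADP formed read by ADP-Glo luminescence.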
An asterisk follows results filed as active; ? = inconclusive; / = not tested or not shown; [ ] = remark or other dose. Unless noted, calls come from the whole dose curve; as a rule, active = well fitted curve in the direction sought with a large enough effect; inconclusive = small, poorly fitted or top-dose-only effect, or another doubt; inactive = no such curve, though single readings can be large; an effect the other way counts as inactive or inconclusive. An unsorted share of the library; about 4.1% have a hit in one of these screens.

SMILES	FUS suppressor	EPAC1 antag	PLK1 PBD block	Abeta rescue	aSyn yeast inh	EPAC1 agonist	IL2 activator	WRN helicase inh	PI5P4K alpha inh
O=C(Nc1nccs1)c1ccc(CSc2nnnn2-c2ccccc2)cc1	6%	7%	2%	4%	6%	16%	-1.5	-14%	/
COc1ccc(C(=O)/C(=C\c2ccco2)N2C=CC=CC2=C(C#N)C#N)cc1	-10%	-15%	21µM*	10%	4%	-5%	0.3	?	-7
COCCNC(=O)c1ccc(CS(=O)(=O)c2ccccc2C)o1	15%	0%	-11%	6%	-8%	4%	-0.8	6%	0
CCn1c(SCC(=O)Nc2cc(C)nn2-c2ccccc2)nnc1-c1cccs1	-18%	13%	1%	-3%	-2%	2%	0.7	-28%	3
O=C(Cn1nc(-c2ccccc2)ccc1=O)Nc1ccc(NC(=O)c2ccccn2)cc1	-9%	16%	-1%	-10%	1%	-8%	-0.5	2%	-6
O=C(COc1ccccc1)NCC(=O)Nc1ccc(S(=O)(=O)NCc2ccco2)cc1	25%	-16%	-13%	3%	7%	2%	-0.5	-1%	?
CC(=O)Nc1cccc(-n2nnc(SCC(=O)N(C)c3ccccc3)n2)c1	-18%	-4%	-4%	1%	-1%	-4%	-0.4	-29%	6
O=C1CC(=O)C(n2cncn2)C(c2ccc(Cl)cc2)C1 (stereo not drawn)	15%	3%	-2%	29%	1%	4%	2.5	-10%	1
Cc1ccc(CNC(N)=S)cc1	19%	-7%	-7%	6%	3%	5%	-2.9	-10%	/
C=CCc1cccc(CNc2nc3ccccc3n2CCC)c1O	17%	-6%	4%	?	-19%	18%	-3.3	-21%	/
COCCCNC(=O)c1ccc2c(c1)ncn2-c1ccccc1OC	-9%	8%	-7%	14%	-10%	-12%	1.1	8%	-10
O=C(COC(=O)c1cc(S(=O)(=O)N2CCCCC2)ccc1N1CCOCC1)c1ccc(F)cc1	20%	-12%	-2%	11%	2%	7%	-1.2	-10%	10
Cn1nnnc1SCC(=O)N(C1CCCCC1)C1CCS(=O)(=O)C1 (stereo not drawn)	-13%	-9%	-6%	-9%	4%	-3%	-0.3	5%[57.1 µM]	5
COc1ccc(CNC(=O)CN(Cc2ccc(F)cc2)C(=O)CCC(=O)Nc2nccs2)cc1	30%	-3%	0%	5%	-1%	-4%	0.1	8%	2
COc1cc(CNc2ncc(-c3ccc(Br)cc3)n2C)cc(OC)c1OC	-4%	-12%	8%	-20%	-2%	2%	0.2	-7%	4
Cc1cc(C)n(-c2nc3ccccc3c(=O)n2OC2CCCCC2)n1	-8%	-15%	-5%	9%	4%	-2%	1.0	-12%	4
CCCCCCCCN1C(=O)[C@H](CC(=O)N2CCCC2)C[C@@]2(C(=O)OCC)CCCC=C12	?	-25%	-17%	-2%	0%	-17%	-0.7	-15%	6
CC(C)Cc1nn2c(=O)cc(COc3ccc(NC(=O)c4ccco4)cc3)nc2s1	13%	-11%	-8%	8%	10%	-7%	-1.7	-9%	1
C/C(=N\NC(=O)Cc1ccc(Cl)cc1)c1ccccc1O	-14%	-10%	-7%	-3%	3%	-11%	-2.4	8%	2
CCOCCCNC(=S)Nc1ccc2nc(N3CCCC3)cc(C)c2c1	/	9%	-17%	-7%	-10%	0%	-5.1	-11%	-1
Cc1ccc(C)c(S(=O)(=O)NC(C)CCc2ccccc2)c1 (stereo not drawn)	11%	-8%	0%	-2%	25%	0%	1.5	-8%	9
CCOc1ccc2nc(NC(=O)C3CCN(S(=O)(=O)c4cnc[nH]4)CC3)sc2c1	6%	-10%	-7%	7%	0%	8%	0.3	-5%	-6
COc1ccc2c(Cn3cnc4cc([N+](=O)[O-])ccc4c3=O)cc(=O)oc2c1	14%	-8%	-3%	-23%	-4%	3%	1.3	-12%	-16
O=S(=O)(NC(CO)Cc1ccccc1)c1ccc(Br)cc1F (stereo not drawn)	-17%	-10%	-6%	9%	7%	3%	-0.5	2%	0
C[C@H](O)[C@@]1(O)CC[C@H]2[C@@H]3CC[C@@H]4C[C@H](O)CC[C@]4(C)[C@H]3CC[C@@]21C	7%	-2%	-3%	-7%	1%	-27%	0.0	10%	-4
COc1ccc(/C=N/Nc2cc(C)nc3ccc(Br)cc23)cc1	15%	-6%	-2%	-23%	-9%	20%	-0.9	-14%[11.6 µM]	?
COc1ccc(CNc2nc3c(c(=O)n(Cc4ccc(F)cc4)c(=O)n3C)n2C)cc1	9%	0%	-1%	?	1%	-3%	-2.4	-10%	2
CC1=NN(C(=O)c2c(Br)cnn2C)C(O)(C(F)(F)F)C1 (stereo not drawn)	-2%	-8%	11µM*	2%	7%	0%	0.3	16%	-26
Cc1c(NC(=O)NCc2ccccc2)c(=O)n(-c2ccccc2)n1C	3%	7%	-5%	-19%	-17%	-6%	-2.8	12%	/
CC(c1ccccc1)N1CC(C(=O)Nc2nccs2)CC1=O (stereo not drawn)	-5%	-7%	0%	2%	-8%	-9%	-2.0	-22%	3

Retrieved by structure from above:
SMILES	FUS suppressor	EPAC1 antag	PLK1 PBD block	Abeta rescue	aSyn yeast inh	EPAC1 agonist	IL2 activator	WRN helicase inh	PI5P4K alpha inh
CCOc1ccc2nc(NC(=O)C3CCN(S(=O)(=O)c4cnc[nH]4)CC3)sc2c1	6%	-10%	-7%	7%	0%	8%	0.3	-5%	-6
O=C(COC(=O)c1cc(S(=O)(=O)N2CCCCC2)ccc1N1CCOCC1)c1ccc(F)cc1	20%	-12%	-2%	11%	2%	7%	-1.2	-10%	10
COc1cc(CNc2ncc(-c3ccc(Br)cc3)n2C)cc(OC)c1OC	-4%	-12%	8%	-20%	-2%	2%	0.2	-7%	4
Cc1cc(C)n(-c2nc3ccccc3c(=O)n2OC2CCCCC2)n1	-8%	-15%	-5%	9%	4%	-2%	1.0	-12%	4

Additional entries follow.
SMILES	FUS suppressor	EPAC1 antag	PLK1 PBD block	Abeta rescue	aSyn yeast inh	EPAC1 agonist	IL2 activator	WRN helicase inh	PI5P4K alpha inh
CC1(C2CCC3C4CCC5CC6(CCC5(C)C4C(=O)CC32C)OCCO6)OCCO1 (stereo not drawn)	11%	?	-8%	-44%[inhibitor]	15%	8%	-0.8	-4%	11
CC(C)(C)C(=O)Nc1ccc(N2CCN(c3ccc(C(F)(F)F)cn3)CC2)nc1	5%	9%	0%	5%	-1%	6%	0.7	-1%	0
O=[N+]([O-])c1cccc(S(=O)(=O)N/N=C/c2ccc(O)cc2)c1	7%	-7%	0%	-20%	-8%	6%	1.2	1%	-7
COc1cccc(-c2nc3sc4c(c3c(=O)[nH]2)CCCCC4)c1	/	-3%	4%	7%	-8%	3%	0.2	10%	0
O=NN(CC(=O)NN=CC=Cc1ccccc1)CC(=O)NN=CC=Cc1ccccc1	-6%	?	-5%	-12%	-10%	-15%	0.3	-16%	4
CCOC(=O)Cc1ccc(NS(=O)(=O)c2ccc(SC)cc2)cc1	6%	-4%	-25%	26%	6%	0%	-0.1	-2%	11
Nc1c(Cl)cc(-c2cn(CCC(=O)O)c(-c3ccc(Cl)nc3)n2)cc1Cl	-19%	-14%	-1%	3%	2%	-15%	-0.2	-8%	-1
O=C(Nc1ccccc1F)C1CCCN(S(=O)(=O)c2ccccc2)C1 (stereo not drawn)	3%	2%	3.4µM*	-7%	12%	8%	-1.0	79µM*	?
CS(=O)(=O)N(CCc1ccccc1)CC(=O)N1CCN(c2ccc(F)cc2)CC1	10%	-2%	-15%	-15%	0%	9%	-0.3	1%	4
CCOC(=O)C1=C(COC(=O)CNS(=O)(=O)c2c(F)cc(F)cc2Br)NC(=O)NC1C (stereo not drawn)	21%	-9%	3%	6%	0%	2%	1.6	-1%	0
Cc1noc(C)c1C(=O)OC(C)C(=O)Nc1ccc(C(N)=O)cc1 (stereo not drawn)	-13%	-17%	-16%	-12%	-9%	4%	-0.6	-1%	-2
O=C(CC1C[C@H](C(=O)N2CCOCC2)[C@@]2(CCC3CCCC3)c3[nH]c4ccccc4c3CCN2C1=O)NCc1cccc(C(F)(F)F)c1 (stereo partly drawn)	-16%	3%	-4%	-14%	0%	-7%	-0.8	1%	-1
O=C(Cc1ccccc1F)Nc1cc(S(=O)(=O)N2CCOCC2)ccc1N1CCOCC1	7%	-10%	0%	3%	4%	-6%	1.8	5%	-5
O=C(CN1CCCCC1)N/N=C/c1ccccc1Br	-5%	-14%	-12%	-5%	-5%	6%	-1.9	10%	0
COc1ccc(NC(=O)CCSc2ccc(C)cc2)cc1S(=O)(=O)Nc1ccccc1Cl	13%	2%	-5%	-4%	5%	22%	0.1	-7%	1
Cc1nc(SCC(=O)NC(=O)NC(C)(C)C)nc(C)c1C	-7%	-7%	-4%	/	12%	-2%	-0.2	-8%	-1
Cc1ccc(OCc2nnc(SCC(=O)O)n2-c2ccccc2)cc1	5%	-24%	-14%	0%	0%	0%	-0.2	-30%	-10
COc1ccc(C(C(=O)NC(C)(C)C)N(C(=O)CNC(=O)c2cccs2)c2ccc(C)cc2)cc1OC (stereo not drawn)	4%	22%	-10%	1%	13%	-2%	-1.1	-13%	/
CCNS(=O)(=O)c1cc(S(C)(=O)=O)ccc1Cl	2%	10%	-10%	1%	-1%	5%	-1.3	-2%	/
COc1ccc(NC(=O)Nc2nnc(N3CCC(C)CC3)s2)cc1OC	-10%	-18%	-19%	-7%	-3%	-7%	-2.1	4%	-9
CCn1c(SCc2nc3ccccc3[nH]2)nnc1-c1cccs1	/	-29%	-11%	22%	-8%	5%	-0.3	4%	-4
Cc1ccc(C)c(OCC(=O)NCCN(C)C)c1	-16%	-3%	0%	12%	4%	6%	-0.5	0%	1
Cn1cccc1CC(=O)NNC(=O)Nc1ccc(F)cc1	-12%	?	-3%	10%	-1%	4%	1.1	4%	-1
O=C(COC(=O)c1ccccc1SCC(=O)N1CCCC1)Nc1ccc(OC(F)F)cc1	18%	1%	-26%	-15%	4%	-7%	-3.4	8%	1
Cc1ccc(NC(=O)c2snc3ccc(Cl)cc23)cc1C	-9%	-8%	3%	-4%	2%	-7%	-2.7	0%	14
